CHO-K1 Ca antag = nonselective inhibitor or artifact in parental CHO-K1 cells. ATP-induced calcium, Fluo-8 fluorescence. inhibition, % at 3 µM. actives 0.6% (n = 360,000);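 active means inhibition above a per-plate cutoff, the plate's mean sample inhibition plus 3 SD, cut at about 24% in these data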;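 further: 0% = DMSO plus EC80 ATP and 100% = DMSO alone without ATP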
OXTR potentiator = potentiators of human oxytocin receptor | activation, % at 3 µM | CHO-OTR cells, Fluo-8 calcium fluorescence, potentiator mode; 0% = oxytocin EC15, 100% = EC100 | actives 0.061% (n = 320,000) | AID 2445 | P30559;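 active means activation above that plate's cutoff, the mean activation of tested compounds plus 3 SD, cut at about 6.6% in these data, passing the limit was not always enough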;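 further: 100% uses oxytocin at 75 nM as the full agonist control; some results filed as inactive read as strong as hits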
Target sequence (P30559 whole entry, looked up): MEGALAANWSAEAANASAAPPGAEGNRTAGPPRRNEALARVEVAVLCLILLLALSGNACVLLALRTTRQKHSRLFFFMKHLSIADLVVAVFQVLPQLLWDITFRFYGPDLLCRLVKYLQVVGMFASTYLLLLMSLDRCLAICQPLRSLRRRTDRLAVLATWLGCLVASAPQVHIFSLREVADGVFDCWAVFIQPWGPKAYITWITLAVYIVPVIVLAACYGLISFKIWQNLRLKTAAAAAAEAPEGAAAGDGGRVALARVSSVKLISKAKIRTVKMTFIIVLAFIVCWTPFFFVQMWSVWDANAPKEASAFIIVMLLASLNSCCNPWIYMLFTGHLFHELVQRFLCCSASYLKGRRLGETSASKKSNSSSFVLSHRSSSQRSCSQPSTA
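Material: CHO-OTR cells, human receptor; compound dosing: single dose, 3.0 µM nominal final compound concentration; schedule: 6 min compound pre-incubation at room temperature, 100 s kinetic read; measured by: kinetic Fluo-8 calcium fluorescence; read-out basis: % activation vs EC15 and EC100 oxytocin; controls: EC15 oxytocin alone as 0%, 75 nM oxytocin as 100%; replicates: singlicate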
M1 PAM parental = counter-screen for M1 PAMs: effect in parental CHO-K1 cells; ATP EC20, Fluo-8 calcium fluorescence; 0% at ATP EC20, 100% at ATP max; activation, % at 3 µM; actives 0.02% (n = 360,000);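 active means activation above the run cutoff, the mean activation of all test compounds plus 3 SD, cut at about 40% in these data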;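 further: peak over basal fluorescence ratio in a 140 s read after ATP addition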
CHO-K1 Ca ag = M1 agonist counterscreen hit in parental CHO-K1 cells. activation, % at 3 µM. actives 0.48% (n = 360,000). Fluo-8 calcium fluorescence; scaled to maximal ATP response, vehicle zero; in the data active means activation above about 15%;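 further: untransfected CHO-K1 host cells lacking M1 receptor as counterscreen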
TAAR1 antag = human TAAR1 antagonism | Q96RJ0 | CHO RD-HGA16 TAAR1, Fluo-8 calcium fluorescence, antagonist | inhibition, % at 3 µM | actives 1.5% (n = 360,000) | AID 624466;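 active means inhibition above a per-plate cutoff, the mean inhibition of test compounds on that plate plus 3 SD, cut at about 49% in these data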;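 further: 0% = DMSO plus EC80 beta-PEA response and 100% = DMSO alone without agonist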
Target sequence (Q96RJ0 whole entry, looked up): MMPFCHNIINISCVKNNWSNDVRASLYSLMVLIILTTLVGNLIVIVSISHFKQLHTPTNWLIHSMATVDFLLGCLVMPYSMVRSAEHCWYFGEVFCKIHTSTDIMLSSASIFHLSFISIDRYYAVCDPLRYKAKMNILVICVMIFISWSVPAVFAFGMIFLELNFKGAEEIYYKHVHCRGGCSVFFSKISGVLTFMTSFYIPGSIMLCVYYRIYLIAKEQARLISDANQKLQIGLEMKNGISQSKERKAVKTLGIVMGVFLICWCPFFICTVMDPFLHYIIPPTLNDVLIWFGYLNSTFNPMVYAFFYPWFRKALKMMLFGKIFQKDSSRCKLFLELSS
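Assay system: RD-HGA16 CHO cells with stable hTAAR1 and Gα16 / Reagent: EC80 β-phenethylamine stimulus / Doses: 3 µM, single point / Timing: dye loading 75 min at 37 °C, then 30 min room temperature / Measured by: Fluo-8 intracellular calcium dye fluorescence, real-time kinetic reads / Controls: vehicle wells and EC80 agonist wells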
OXTR agonist = activates the human oxytocin receptor; P30559; CHO-OTR cells, Fluo-8 calcium fluorescence; normalized: DMSO 0%, oxytocin 100%; activation, % at 3 µM; actives 0.32% (n = 320,000); AID 2435;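 active means activation above the mean of all tested compounds plus 3 SD, cutoff set per screening run, cut at about 20% in these data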;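 further: peak over basal fluorescence ratio from a 100 s FLIPR kinetic read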
GPR7 antagonist = human neuropeptides B/W receptor 1 antagonism; actives 1.1% (n = 290,000); GPR7-expressing cells, fluorescence antagonist assay; P48145; inhibition, % at 4.4 µM; in the data active means inhibition above about 16%, passing the limit was not always enough;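 further: cells stimulated with the agonist NPW; 0% = agonist with vehicle and 100% = vehicle without agonist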
Target sequence (P48145 whole entry, looked up): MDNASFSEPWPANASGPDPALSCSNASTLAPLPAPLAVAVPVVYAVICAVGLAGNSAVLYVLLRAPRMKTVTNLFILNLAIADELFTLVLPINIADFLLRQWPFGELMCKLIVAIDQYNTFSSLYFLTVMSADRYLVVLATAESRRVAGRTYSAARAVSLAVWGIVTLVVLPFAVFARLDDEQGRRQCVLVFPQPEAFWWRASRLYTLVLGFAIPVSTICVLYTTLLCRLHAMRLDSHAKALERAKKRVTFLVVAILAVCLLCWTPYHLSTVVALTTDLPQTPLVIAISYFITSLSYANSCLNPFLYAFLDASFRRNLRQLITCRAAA
CHO parental Ca = counter-screen for OX1R antagonists: effect in parental CHO cells; parental CHO-K1, ATP-induced calcium, Fluo-8 fluorescence; inhibition, % at 5.6 µM; actives 0.63% (n = 330,000); AID 463079;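 active means inhibition above that plate's mean sample inhibition plus 3 SD, cut at about 26% in these data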;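 further: 0% = ATP-challenged DMSO wells and 100% = DMSO wells without ATP; some compounds past the cut are filed as inactive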
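Assay system: untransfected parental CHO cell line. Also added: ATP agonist challenge. Dosing: one dose, 5.6 µM nominal. Measured by: Fluo-8 fluorescence. Read-out: % inhibition. Benchmarks: ATP wells versus no-ATP DMSO wells. Repeats: no replicates.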
V1aR counter = V1a receptor agonism, counter-screen for OXTR agonists; P37288; CHO-V1R cells, Fluo-8 calcium fluorescence, agonist mode; 0% DMSO, 100% 3 nM vasopressin; activation, % at 3 µM; actives 0.25% (n = 320,000); AID 2797;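 active means activation above the mean activation of all tested compounds plus 3 SD, per screening run, cut at about 20% in these data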;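 further: signal is peak over basal fluorescence ratio across a 100 second FLIPR read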
* = called active by the depositor; / = no result given.

SMILES	CHO-K1 Ca antag	OXTR potentiator	M1 PAM parental	CHO-K1 Ca ag	TAAR1 antag	OXTR agonist	GPR7 antagonist	CHO parental Ca	V1aR counter
COc1ccc(S(=O)(=O)N2CCC[C@@H]2C(=O)N2CCC[C@H]2C(=O)NCc2ccncc2)cc1C	-20	/	18	0.9	-19	/	/	/	/
CCC(=O)Nc1ccc(NC(=O)/C=C/c2ccc(Cl)cc2)cc1	-2	-7	2	1.1	-7	-0.5	1	6	0.4
C=CCNc1nc2c(c(=O)[nH]c(=O)n2C)n1Cc1cccc(C)c1	-7	/	19	0.5	-12	/	-4	/	/
Cc1ccc(O)c(C(CC(=O)NCc2ccco2)c2ccccc2)c1 (stereo unspecified)	-1	2	15	0.7	-2	1.6	-9	-7	1.5
O=C1CC(NNc2ccccc2)C(=O)N1c1cccc(Cl)c1 (stereo unspecified)	-4	-7	-3	0.1	2	-1.0	-1	-2	0.0
CCCOc1ccc(-c2nc(N3CCN(C)CC3)c3ccccc3n2)cc1	-4	-10	12	5.1	-5	3.1	1	-9	1.4
CCOC(=O)c1cccnc1SC(CC)C(=O)N1CCOCC1 (stereo unspecified)	-8	-3	0	-0.1	15	-0.6	-1	8	-0.1
COc1ccc(N(CC(=O)NCc2ccco2)S(=O)(=O)c2ccc(OC)c(OC)c2)cc1	-28	-7	16	2.4	7	0.9	-11	-6	-0.5
C[C@H](NC(=O)OC(C)(C)C)c1nnc(SCC(=O)c2ccc(Cl)cc2)o1	-1	-9	10	7.7	14	9.6	-8	9	7.5
COc1ccccc1CCC(=O)Nc1ccc(S(=O)(=O)Nc2cc(C)nc(C)n2)cc1	1	-7	16	0.2	-14	0.8	/	1	1.3
O=C(CSC1=NCCN1)Nc1cccc(C(F)(F)F)c1	-8	-5	3	0.8	-5	1.2	-7	2	2.1
CCOc1cccc(/C=N/Nc2ccc(S(=O)(=O)N(CC)CC)cn2)c1O	-11	-7	10	1.5	4	5.5	-5	-2	1.8
CC(C)(O)c1ccc2c(c1)CCC1C(C)(C(=O)O)CCCC21C (stereo unspecified)	19	3	-4	-0.1	1	0.6	/	-7	-0.5
CN(CC(=O)NCCc1ccccc1)S(=O)(=O)c1ccccc1	-17	-10	15	1.3	12	-0.2	-7	-14	-0.7
CCOc1cc(/C=C(\C(=O)O)c2ccc(S(=O)(=O)N3CCCC3)s2)ccc1OC	-5	-1	9	-0.8	2	0.7	/	-12	0.4
Cn1c(SCC(=O)c2ccccc2)ncc(C(=O)Nc2ccccc2)c1=O	-1	-9	-19	0.1	-4	0.1	/	-19	-0.4
Cc1c(Cc2ccccc2)c(=O)oc2c(C)c(OCC(=O)N[C@@H](Cc3ccccc3)C(=O)O)ccc12	4	5	15	2.6	-8	-2.0	4	-17	0.2
O=C(O)c1ccc(-c2nc(-c3ccccc3Cl)cs2)cc1	6	-15	4	0.4	11	19	-5	4	3.7
CC(=O)Nc1ccc(NC(=O)C2(C)CC2(Cl)Cl)cc1 (stereo unspecified)	-5	-7	-6	0.3	1	1.7	-10	3	4.8
CCOc1ccc(C(=O)Nc2ccc3c(c2)OCCO3)cc1	-14	-4	29	2.7	20	-0.3	-4	2	0.1
CCc1nnc(NC(=O)c2ccc(S(=O)(=O)N3CCCCC3)cc2)s1	-16	-6	23	1.4	4	2.3	-5	-25	3.1
O=C(/C=C/c1ccc(Cl)cc1)N1CCN(c2ccccn2)CC1	-3	-8	-2	0.1	6	-1.5	3	-12	1.4
CCCCNc1ncnc2c1cnn2Cc1ccc(Cl)cc1	3	-18	-1	5.5	10	-1.2	14	-22	2.5
O=C(c1c(F)cccc1F)N1CCN(c2ccccc2F)CC1	-12	-13	19	0.0	-10	-1.2	13	-7	-0.8
COC(=O)c1sc(NC(=O)CSc2nnc(C(C)C)n2C)nc1C	-8	-2	20	1.2	4	1.4	-4	-7	-0.3
COc1cccc(-c2nc3c(c(SCC(=O)N4CCOCC4)n2)Cc2c(CO)cnc(C)c2O3)c1	16	-6	-6	3.3	/	0.2	-26	-18	2.8
CCN(CC)S(=O)(=O)c1cc(NC(=O)C2CCN(c3ncnc4sc(C)c(C)c34)CC2)ccc1Cl	-8	-11	10	2.3	65*	-1.0	/	7	0.6
COc1cc(/C=C2\C(=N)N3N=C(S(C)(=O)=O)SC3=NC2=O)ccc1OC(=O)c1ccco1	-8	-7	-13	-0.1	-10	-0.7	-1	-4	-0.1
CCCCCSc1nnc2c(n1)OC(c1cccn1C)N(C(C)=O)c1ccccc1-2 (stereo unspecified)	0	-13	-16	-0.1	4	-2.3	1	-19	-1.6
COc1ccc(CN2CCNC(=O)C2CC(=O)N2CCCN(C(C)=O)CC2)cc1OC (stereo unspecified)	-9	2	-2	1.6	-13	0.5	-5	-5	0.1
CN(CC(=O)Nc1ccccc1Cl)C(=O)CSc1ncc(C(F)(F)F)cc1Cl	-8	-5	27	4.1	-7	-2.5	-3	2	-0.2
O=C(NC1CCCCCC1)c1ccc(CS(=O)(=O)Cc2ccccc2F)o1	-12	-3	6	2.2	-6	0.6	-6	-4	2.5
COc1cccc(CC(NC(C)=O)C(=O)NC2CCN(S(=O)(=O)c3ccc(NC(C)=O)cc3)CC2)c1 (stereo unspecified)	8	-12	-3	0.2	-6	0.1	-3	2	-0.8
COc1ccc(CN(C)C(=O)/C=C/c2ccc(S(=O)(=O)N3CCCCCC3)cc2)cc1	9	-13	-16	4.2	29	5.3	/	-15	8.3
Cc1ccc(NC(=O)CN(C)CC(=O)Nc2ccc(N3CCOCC3)cc2)c([N+](=O)[O-])c1	-2	3	21	1.3	-10	0.5	-3	-10	2.1
CC1CN(c2nc3ccccc3cc2-c2ccccc2)CC(C)O1 (stereo unspecified)	-5	-1	15	0.0	0	-1.7	-18	-40	-0.8
Cc1ccc(S(=O)(=O)NNC(=O)c2cccs2)c(C)c1	-7	-4	28	0.3	-8	1.6	-6	-11	-0.1
O=C1CCCC2=C1C1c3ccccc3C(=O)N1c1ccc(C(=O)c3ccccc3)cc1N2 (stereo unspecified)	24*	-8	-1	2.8	49*	-2.2	-3	-17	1.0
O=C(c1cccc(Br)c1)N1CCN(S(=O)(=O)N2CCOCC2)CC1	-3	-4	15	4.5	-6	0.4	-16	-16	-0.3
Cc1nc(CCNC(=O)Cc2ccc(F)cc2)cs1	4	-1	-1	0.5	-16	-0.1	-2	1	0.1
Nc1cc[n+](CC(=O)c2ccc3c(c2)OCCO3)cc1	-6	-2	19	0.6	-26	0.3	14	7	0.9
CCCCn1c(N)c(N(C)C(=O)c2cccc(-n3cnnn3)c2)c(=O)[nH]c1=O	-2	-6	-8	0.8	10	0.3	/	2	-0.4
O=C(NC(=S)Nc1ccc(S(=O)(=O)NC2CCCCC2)cc1)c1cccs1	12	-9	-9	4.9	26	-0.1	1	3	3.8
OCC[C@H]1C[C@H](O)[C@@H](O)[C@]2(CCc3ccccc3CO2)O1	-9	-5	-2	0.0	6	1.2	/	7	1.9
COc1ccc(N2CCC(CNC(=S)Nc3c(C)cc(C)cc3C)C2)cc1 (stereo unspecified)	-9	-3	19	0.4	-15	-2.2	4	-3	-0.8
Cc1ccc(-n2c(=S)sc3c(=O)n(-c4ccc(F)cc4)c(SCC(=O)O)nc32)cc1C	-3	-15	10	0.9	-27	-0.7	-10	-2	-0.2
COCCN1C[C@@H](CO)O[C@@H](n2cnc3c(NCCCO)ncnc32)C1	-10	/	12	0.2	1	/	/	/	/
O=C(Nc1ccc2[nH]c(=O)[nH]c2c1)c1ccc(Cl)c(Cl)c1	-6	-7	0	0.0	2	-0.1	-3	6	0.5
C=CCC1NS(=O)(=O)OC(COC)C1C (stereo unspecified)	-10	-7	17	0.5	1	-0.2	-3	-5	0.8
O=C(COc1ccc(Cl)cc1Cl)NCCCCc1ccccc1	1	-3	14	11	-25	-1.1	-17	-14	0.1
Cc1ccc(S(=O)(=O)Cn2nnnc2C(c2ccccn2)N2CCN(c3ccccc3)CC2)cc1 (stereo unspecified)	-8	2	-5	-0.4	4	1.2	3	-16	1.3
CC(=O)CSc1nnc(CN2C(=O)CSc3ccc(C(F)(F)F)cc32)n1C	1	-6	-6	2.2	-25	-0.6	-20	-12	-0.7
COc1ccc(-c2cc(=O)oc3cc(OCC(=O)Nc4ccc(CCO)cc4)ccc23)cc1	12	-14	-5	6.8	3	8.1	-12	5	5.0
O=C1c2ccccc2NC(c2ccc(Cl)cc2Cl)N1Cc1ccccc1 (stereo unspecified)	-19	-5	16	0.0	18	-1.5	8	-15	0.9
COc1ccc(CN2C[C@@H](CO)O[C@@H](n3cnc4c(N5CCOCC5)ncnc43)C2)cc1	-11	/	17	0.8	-24	/	/	/	/
CCCCc1ccc(NC(=O)Nc2cc(C)nn2C)cc1	2	-13	-26	1.6	/	0.7	0	23	4.0
COC(=O)CN1C(=O)Nc2ccc(Br)cc2C1c1ccccc1 (stereo unspecified)	-6	-17	18	0.8	9	1.9	-9	-33	2.0
CCCCCCSc1cc(-c2nc3cnccn3c2NCCCC)ccc1OC	-9	0	-6	-0.1	/	0.2	/	-35	0.4
CCOc1ccc(/C=C2\SC(=S)N(CC(=O)N(CCO)C(C)(C)C)C2=O)cc1	1	-2	2	-0.2	7	-0.9	2	-11	-0.4
CCOC(=O)Cc1csc(NC(=O)CCN2C(=O)c3ccccc3C2=O)n1	4	3	-9	-0.5	-11	0.8	-7	-13	0.3
CC(C)(C)c1ccc(C(=O)c2c[nH]c(C(=O)NCCc3ccccn3)c2)cc1	4	-11	-11	1.1	17	0.8	0	-10	3.3
O=C(C1CCCN1S(=O)(=O)c1cccc2nsnc12)N1CCCCC1 (stereo unspecified)	-17	-3	13	1.3	3	2.0	-9	-7	0.8
COc1ccc2[nH]c3c(c2c1)CCN1C(=O)N([C@@H](C)C(=O)NC2CCN(Cc4ccccc4)CC2)C(=O)[C@]31C	1	-2	2	-0.6	-4	1.4	-2	-29	1.7

Complete entries, looked up by structure. Screens in order: CHO-K1 Ca antag | OXTR potentiator | M1 PAM parental | CHO-K1 Ca ag | TAAR1 antag | OXTR agonist | GPR7 antagonist | CHO parental Ca | V1aR counter
Listed for COc1ccc(-c2cc(=O)oc3cc(OCC(=O)Nc4ccc(CCO)cc4)ccc23)cc1 → 12 | -14 | -5 | 6.8 | 3 | 8.1 | -12 | 5 | 5.0
Listed for COc1ccc(N2CCC(CNC(=S)Nc3c(C)cc(C)cc3C)C2)cc1 (stereo unspecified) → -9 | -3 | 19 | 0.4 | -15 | -2.2 | 4 | -3 | -0.8
Listed for OCC[C@H]1C[C@H](O)[C@@H](O)[C@]2(CCc3ccccc3CO2)O1 → -9 | -5 | -2 | 0.0 | 6 | 1.2 | / | 7 | 1.9

Compound activity deposited in PubChem by The Scripps Research Institute Molecular Screening Center.
